# Pin1 inhibitor – qHTS Assay to Find Inhibitors of Pin1; Peptidyl-prolyl cis-trans isomerase NIMA-interacting 1 (Homo sapiens), Q13526; Pin1 FP peptide displacement, HiFluor488, 10 min; Potency, µM (titrated, usually from 115 µM), without a hit: top-dose activity, negative = inhibition, most hits filed as inhibitors; actives 0.009% (n = 390,000); active = well fitted inhibition curve with a large enough effect in the polarisation, with a control signal flat, not every such curve was filed as active; inconclusive = small, poorly fitted or top-dose-only effect, or effect the other way, or a change in a side signal; inactive = no such curve, though single readings can be large or run the other way; the % refers to the polarisation; also: potency is read from the fitted curve at half-maximal effect; % is scaled to controls: 0 for no effect and ±100 for the full control effect
# HP1b chromo inh – HTS for Inhibitors of HP1-beta Chromodomain Interactions with Methylated Histone Tails. Chromobox protein homolog 1 (Homo sapiens), P83916. AlphaScreen HP1-beta / biotin-H3K9me3 peptide binding. Potency, µM (series often up to 114 µM), for inactives: top-dose activity change, negative = inhibition, usual class: inhibitors. actives 0.56% (n = 390,000); also: potency is read from the fitted curve at half-maximal effect; nearly all actives have a fitted effect of over 70% in size; inactives centre near 23
# Target sequence (P83916 whole entry, looked up): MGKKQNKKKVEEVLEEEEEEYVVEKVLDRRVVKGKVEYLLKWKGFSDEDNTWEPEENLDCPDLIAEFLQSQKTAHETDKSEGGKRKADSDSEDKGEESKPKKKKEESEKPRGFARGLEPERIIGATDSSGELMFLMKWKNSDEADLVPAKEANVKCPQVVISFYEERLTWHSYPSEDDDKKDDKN
#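 AlphaScreen: HP1-beta (50 nM) preformed 30 min with biotin-H3(1-18)K9me3 peptide (50 nM) in PBS pH 7.4, 0.01% Tween-20. Compound added for 30 min at RT, then streptavidin donor/nickel chelate acceptor beads (10 ug/mL) for 30 min.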
# mIDH1 inhibitor – qHTS for Inhibitors of mutant isocitrate dehydrogenase 1 (IDH1): qHTS; AID 602179, 2012; IDH1-R132H enzyme, NADPH consumption, diaphorase/resazurin fluorescence; Potency, µM (series often up to 76.6 µM), for the others: top-dose activity change, negative = inhibition, usual class: inhibitors; Isocitrate dehydrogenase [NADP] cytoplasmic (Homo sapiens), O75874; actives 0.093% (n = 390,000); also: potency is read from the fitted curve at half-maximal effect; % is scaled to controls: 0 for no effect and ±100 for the full control effect; nearly all actives have a fitted effect of over 65% in size
#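 IDH1-R132H (0.5 ug/mL dispensed) in pH 7.5 Tris buffer was preincubated 30 min with compound, then given a substrate mix of 0.016 mM NADPH and 2 mM alpha-KG for 80 min at room temperature; remaining NADPH was read by diaphorase/resazurin fluorescence.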
# USP1 inh – Inhibitors of USP1/UAF1: Primary Screen | Potency, µM (doses to about 57.1 µM), without a hit: at the highest dose activity change, negative = inhibition, hits mostly inhibitors | Ubiquitin carboxyl-terminal hydrolase 1 (Homo sapiens), O94782 | actives 0.23% (n = 390,000) | AID 743255, 2014 | recombinant USP1/UAF1, Ub-Rhodamine cleavage fluorescence; also: potency is read from the fitted curve at half-maximal effect; % is scaled to controls: 0 for no effect and ±100 for the full control effect; nearly all actives have a fitted effect of over 60% in size; inactives centre near -12
#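 1 nM enzyme complex + cpd, 15 min RT; start with Ub-Rho 150nM final; kinetic fluorescence ex 480/em 540, 6 reads q60 s. Buffer 50mM HEPES pH 7.8, 0.5mM EDTA, 0.1 mg/ml BSA, 1mM TCEP, 0.01% Tween-20.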
# PGK inhibitor – qHTS Assay to Find Inhibitors of Phosphoglycerate Kinase. Phosphoglycerate kinase, glycosomal (Trypanosoma brucei brucei), P07378. PGK/GAPDH coupled, Kinase-Glo luminescence, 60 min. Potency, µM (doses to about 57.5 µM), for inactives: at the highest dose activity change, negative = inhibition, usual class: inhibitors. actives 0.043% (n = 380,000). AID 602233, 2012; also: potency is read from the fitted curve at half-maximal effect; % is scaled to controls: 0 for no effect and ±100 for the full control effect; nearly all actives have a fitted effect of over 60% in size
# Target sequence (P07378 whole entry, looked up): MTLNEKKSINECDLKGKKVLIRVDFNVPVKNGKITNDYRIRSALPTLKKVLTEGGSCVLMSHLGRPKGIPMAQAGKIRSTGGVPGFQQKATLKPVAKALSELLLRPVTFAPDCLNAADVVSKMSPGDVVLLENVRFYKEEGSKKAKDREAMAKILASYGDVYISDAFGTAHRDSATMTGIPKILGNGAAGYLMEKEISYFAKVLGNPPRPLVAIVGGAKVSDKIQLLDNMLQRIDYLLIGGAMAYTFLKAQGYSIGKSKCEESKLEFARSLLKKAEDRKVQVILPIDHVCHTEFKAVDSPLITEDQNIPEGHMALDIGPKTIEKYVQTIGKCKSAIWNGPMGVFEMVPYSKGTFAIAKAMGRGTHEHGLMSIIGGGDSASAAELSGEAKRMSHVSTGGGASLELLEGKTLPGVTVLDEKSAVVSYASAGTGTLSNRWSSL
#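 Luminescent ATP detection (Kinase-Glo Plus) follows a 60-minute room-temperature incubation, with wells lacking PGK as controls. Buffer: 100 mM TEA (pH 7.6), 5 mM MgCl2, 0.01% Tween-20. Coupling enzyme GAPDH (100 nM final) supplies unstable 1,3-BPG in-well.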
# rTrxR1 inhibitor – qHTS Assay for Inhibitors of Mammalian Selenoprotein Thioredoxin Reductase 1 (TrxR1): qHTS | actives 1% (n = 390,000) | recombinant rTrxR1, NADPH fluorescence consumption, selenite substrate | Potency, µM (highest dose often 114 µM), without a hit: at the top dose activity change, negative = inhibition, hits mostly inhibitors | Thioredoxin reductase 1, cytoplasmic (Rattus norvegicus), O89049; also: potency is read from the fitted curve at half-maximal effect; % is scaled to controls: 0 for no effect and ±100 for the full control effect; nearly all actives have a fitted effect of over 65% in size
#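 Rat TrxR1 (90 nM in the dispensed reagent) was pre-reduced with 400 uM NADPH for 5 min at room temperature, then incubated with compound for 15 min. After 400 uM selenite was added, NADPH fluorescence (Ex 340/Em 450 nm) was followed for 8 min.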
# GLS inh – qHTS for Inhibitors of Glutaminase (GLS); Glutaminase kidney isoform, mitochondrial (Homo sapiens), O94925; GLS enzymatic activity, qHTS titration; Potency, µM (top dose mostly 45.5 µM), without a hit: at the top dose activity change, negative = inhibition, actives largely listed as inhibitors; actives 0.21% (n = 410,000); AID 624170, 2012; also: potency is read from the fitted curve at half-maximal effect; % is scaled to controls: 0 for no effect and ±100 for the full control effect
#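 Human kidney-isoform GLS in 45 mM KH2PO4 pH 8.2, 0.02% Tween-20, with compound, started with 1mM L-Glutamine (added stock). Glutamate oxidase/HRP/Amplex red coupled fluorescence read at start and after 30 min at RT.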
# PI4K2A inh – qHTS for small molecular inhibitors of PI4K2A; Phosphatidylinositol 4-kinase type 2-alpha (Homo sapiens), Q9BTU6; purified PI4K2A, ADP-Glo luminescence, 1 h; hits give low values; activity change, negative = inhibition, % at 76.9 µM; actives 0.13% (n = 420,000); in the data active = activity change below about -50%; inconclusive = mostly about -30% to -49%;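 also: -100% = wells without enzyme as full effect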
# Target sequence (Q9BTU6 whole entry, looked up): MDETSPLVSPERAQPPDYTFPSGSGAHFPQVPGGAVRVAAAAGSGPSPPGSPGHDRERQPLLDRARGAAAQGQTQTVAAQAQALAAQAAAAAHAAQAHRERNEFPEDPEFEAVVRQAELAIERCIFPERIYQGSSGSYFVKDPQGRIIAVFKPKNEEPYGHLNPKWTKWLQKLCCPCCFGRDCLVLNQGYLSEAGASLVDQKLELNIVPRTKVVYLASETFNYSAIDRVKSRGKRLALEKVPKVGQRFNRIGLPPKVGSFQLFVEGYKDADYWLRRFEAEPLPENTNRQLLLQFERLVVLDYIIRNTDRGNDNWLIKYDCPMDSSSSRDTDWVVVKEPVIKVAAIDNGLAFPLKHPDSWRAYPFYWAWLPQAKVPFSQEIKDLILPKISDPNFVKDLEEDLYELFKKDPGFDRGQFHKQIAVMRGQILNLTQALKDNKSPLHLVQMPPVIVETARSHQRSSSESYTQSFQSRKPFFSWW
#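 ADP-Glo luminescence measured ADP generated by PI4K2A enzyme (4 ug/mL before mixing) with 1.2 mM PI substrate (pre-mix) and 300 microM ATP (pre-mix). Tris pH7.5 buffer with MgCl2, Triton X-100; 1 h reaction at ambient temperature.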
# TrxR1 substrate – qHTS Assay for Substrates of Mammalian Selenoprotein Thioredoxin Reductase 1 (TrxR1): qHTS. purified TrxR1 substrate turnover, NADPH consumption readout. Potency, µM (series often up to 114 µM), for the others: top-dose activity change, negative = substrate turnover. actives 0.01% (n = 390,000); also: potency is read from the fitted curve at half-maximal effect; % is scaled to controls: 0 for no effect and ±100 for the full control effect; nearly all actives have a fitted effect of over 50% in size
#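 Rat TrxR1, dispensed at 90 nM, was prereduced with 400 uM NADPH (final) for 5 min at ~22 deg C, then incubated with compound 15 min before 400 uM selenite. A first-read NADPH fluorescence drop versus no-compound background flagged substrates.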
# Starred values were filed as active, the others as inactive; i = inactive; ? = inconclusive; · = not tested or not shown; [ ] = remark or other dose. Unless noted, calls follow the shape of the dose curve; as a rule, active = well fitted curve in the direction sought with a large enough effect; inconclusive = small, poorly fitted or top-dose-only effect, or another doubt; inactive = no such curve, though single readings can be large; an effect the other way counts as inactive or inconclusive. An excerpt, so the mix of outcomes need not match the whole.
smiles | Pin1 inhibitor | HP1b chromo inh | mIDH1 inhibitor | USP1 inh | PGK inhibitor | rTrxR1 inhibitor | GLS inh | PI4K2A inh | TrxR1 substrate
CN(CC(=O)Nc1cccc(F)c1)C(=O)C1CCC(C(=O)N(C)CC(=O)Nc2cccc(F)c2)CC1 (configuration not stated) | -4% | 39% | 8% | -9% | 11% | -20% | -2% | 4 | -11%
COc1ccc(N(CC2CO2)S(=O)(=O)c2ccccc2)cc1 (configuration not stated) | 8% | 29% | 0% | -5% | 9% | -5%[57.1 µM] | 0% | -1 | -2%[57.1 µM]
O=C(COc1ccc(Br)cc1)N1CCc2ccccc21 | -3% | 32% | 5% | -20% | 0% | 9%[57.1 µM] | -6% | 0 | 3%[57.1 µM]
CCCCC(=O)Nc1ccc(C(=O)OCc2cc(=O)n3ccsc3n2)cc1 | -4% | 31% | 6% | ? | i | -17%[57.1 µM] | -2% | -3 | -12%[57.1 µM]
Cc1ccc(C2=NN(C(=O)CN3C(=O)c4ccccc4S3(=O)=O)C(c3ccco3)C2)cc1 (configuration not stated) | 9% | -12% | 6% | -17% | -3% | 19%[57.1 µM] | 5% | 5 | 7%[57.1 µM]
CCCc1c(C(=O)N/N=C/c2ccoc2)nnn1-c1nonc1N | · | · | -6% | -3% | 1% | · | 1% | -2 | ·
COc1ccc(S(=O)(=O)N2CCN(C(=O)Cc3cccs3)CC2)cc1 | 0% | 55%[activator] | -6% | -23% | · | 23% | -1% | -3 | 1%
NC(=O)C1(NC(=O)[C@@H]2CC3(CC(c4cccc(NC(=O)c5cc([N+](=O)[O-])cc([N+](=O)[O-])c5)c4)=NO3)CN2C(=O)c2ccccc2)CC1 (some centres not stated) | -3% | 19% | 2% | -36% | -8% | 19% | -11% | 3 | 1%
CCNC(=O)c1c(O)c2cccc3c2n(c1=O)CC3 | 5% | 19% | 4% | -16% | 3% | 26% | 0% | 3 | 25%
N#CC1=C(N)N(c2ccc(Oc3ccccc3)cc2)C(=O)C1 | 15% | 2% | 0% | -26% | -2% | -1% | 14% | -2 | 1%
CCOC(=O)c1cc(OC(=O)c2ccccc2F)n(-c2ccccc2)n1 | -2% | 46%[activator] | -2% | -28% | 10% | 24% | 11% | -3 | 5%
Cc1cccc(C(=O)N/N=C/c2coc3ccccc3c2=O)c1 | 1% | 68%[activator] | -15% | -15% | -10% | -21% | 23% | 1 | -2%

# (cont.)
smiles | Pin1 inhibitor | HP1b chromo inh | mIDH1 inhibitor | USP1 inh | PGK inhibitor | rTrxR1 inhibitor | GLS inh | PI4K2A inh | TrxR1 substrate
COc1cc(C(=O)Nc2nnc(SC)s2)c([N+](=O)[O-])cc1OC | 4% | 28% | -11% | -10% | i | 17% | 0% | 0 | 1%
O=c1cc(-c2ccccc2)n2c(SCc3ccccc3)nnc2[nH]1 | 2% | 42%[activator] | 2% | -5% | 6% | 0%[57.1 µM] | 8% | -2 | 7%[57.1 µM]
NS(=O)(=O)c1ccc(CNC(=O)C2CCCN2C(=O)c2cccs2)cc1 (configuration not stated) | 2% | 31% | 4% | -13% | i | 8% | -4% | 9 | -23%
COc1ccc(/C=C/C(=O)c2c(C)nc3ccccn23)cc1 | 0% | 36% | 2% | -12% | -9% | 2%[57.1 µM] | 11% | 5 | -1%[57.1 µM]
Cc1ccc(S(=O)(=O)N2CCN(C(=O)C3CC3C)CC2)c(C)c1 (configuration not stated) | -4% | 32% | 1% | -21% | -1% | 22% | 2% | 1 | 3%
CCOC(=O)/C=C1\SCC(=O)N1CC(=O)NC(C)c1ccccc1 (configuration not stated) | ? | 36% | 1% | -10% | -1% | 3% | -1% | 0 | -5%
COc1ccc(C2CC(c3cccs3)=NN2S(C)(=O)=O)cc1 (configuration not stated) | -10% | -17% | -4% | -4% | 7% | 9% | -2% | 2 | 0%
Cn1nc(C(C)(C)C)cc1NC(=O)Nc1ccc(Cl)cc1 | -5% | 16% | 5% | -11% | -8% | 17% | -10% | -20 | -5%[57.1 µM]
CC1=CCC(C(=O)O)(C(=O)N/N=C/c2cccs2)C(c2ccc(F)cc2)C1 (configuration not stated) | -3% | 37% | 1% | 3% | -6% | -11% | 2% | 2 | -2%
Cc1cc(C)cc(NC(=O)c2nnn(Cc3cc(C)ccc3C)c2N)c1 | 7% | 44%[activator] | -7% | -6% | -2% | 10%[57.1 µM] | 0% | 2 | 2%[57.1 µM]
CN(C)CCCN1C(=O)c2cccc3cccc(c23)C1=O | -1% | 6% | 2% | -2% | 0% | -10%[57.1 µM] | 4% | 1 | 54%[activator][57.1 µM]
N#CCCCSc1nnc(-c2ccccn2)o1 | 3% | 26% | -4% | -11% | -7% | 26% | 2% | -3 | 12%

# Next part:
smiles | Pin1 inhibitor | HP1b chromo inh | mIDH1 inhibitor | USP1 inh | PGK inhibitor | rTrxR1 inhibitor | GLS inh | PI4K2A inh | TrxR1 substrate
COc1ccc(C)cc1NC(=O)c1cn(C)c(=O)c2cc(OC)c(OC)cc12 | -7% | 26% | -9% | -21% | -7% | 14% | -2% | -17 | 5%[11.4 µM]
Cc1ccc(C2(c3ccccc3)NC(=O)N(CC(=O)NCc3ccco3)C2=O)cc1C (configuration not stated) | -3% | -9% | 2% | -7% | -10% | 13% | 5% | -7 | -8%
CCCN(CCC)C(=O)Cn1c(=O)n(-c2ccc(Cl)c(Cl)c2)c(=O)c2c(C)c(C(=O)N(C)C)sc21 | 2% | 15% | 7% | -19% | 11% | 11%[57.1 µM] | -11% | 5 | -4%[57.1 µM]
O=C(c1cc(-c2cccc(Cl)c2)on1)N1CCCC1 | -1% | 34% | 5% | -23% | 2% | 5% | -15% | 0 | -1%
CCCCC(=O)Nc1sc(C(=O)N(CC)CC)c(C)c1C(=O)OC | 8% | ? | 7% | -19% | -1% | -21%[57.1 µM] | -16% | 0 | 3%[57.1 µM]
Cc1cccc2c1N1C(=O)c3c(C(=O)O)cccc3C1CC2C (configuration not stated) | -3% | 26% | 7% | -8% | -12% | 9% | -17% | -5 | 28%[57.1 µM]
CCCc1noc(-c2ccc(N3CCCCC3)c([N+](=O)[O-])c2)n1 | -1% | 44%[activator] | 0% | -6% | -5% | 11% | -9% | 2 | -5%
Cc1ccc2ncc(C(=O)Nc3cccc(C(F)(F)F)c3)c(=O)n2c1 | 0% | 34% | 2% | 3% | -7% | 35% | -7% | 0 | 11%
C/C(=N\NC(=O)c1ccc(O)cc1)c1cc2ccccc2o1 | -5% | 10% | -6% | -2% | 0% | 6%[57.1 µM] | 6% | 4 | -5%[57.1 µM]
Cc1noc(C)c1C(=O)NC(C)C12CC3CC(CC(C3)C1)C2 (configuration not stated) | -2% | 29% | 6% | -5% | -2% | 2% | 0% | -2 | -3%
COc1cc(OC)cc(-c2nc3nc(C)c(CCC(=O)NCc4ccco4)c(C)n3n2)c1 | 8% | 4% | 0% | -10% | -9% | -6% | 0% | 4 | -5%
CC(NC(=O)c1ccccc1F)C12CC3CC(CC(C3)C1)C2 (configuration not stated) | 1% | 71%[activator] | -6% | -26% | 10% | 14% | 0% | 0 | 4%
COc1ccc(S(=O)(=O)CCc2nnc(NC(=O)c3ccc(F)cc3)s2)cc1 | -8% | 8% | 6% | -18% | -5% | 15% | 0% | 1 | 5%
N#Cc1c(SCC(=O)Nc2nc3ccc(Br)cc3s2)sc2c(O)cc(=O)[nH]c12 | ? | 22µM* | 2% | -17% | ? | ? | 2% | -4 | -1%
COC(=O)[C@]1(C)N[C@H](CN(C)S(=O)(=O)c2ccccc2)[C@@H]2C(=O)N(Cc3ccccc3)C(=O)[C@@H]21 | 4% | 25% | -5% | -6% | 5% | 12% | 6% | -2 | 2%

# A different layout for part of the listing above.
# Fields – Pin1 inhibitor | HP1b chromo inh | mIDH1 inhibitor | USP1 inh | PGK inhibitor | rTrxR1 inhibitor | GLS inh | PI4K2A inh | TrxR1 substrate
N#CC1=C(N)N(c2ccc(Oc3ccccc3)cc2)C(=O)C1
→ 15% | 2% | 0% | -26% | -2% | -1% | 14% | -2 | 1%
CCOC(=O)c1cc(OC(=O)c2ccccc2F)n(-c2ccccc2)n1
→ -2% | 46%[activator] | -2% | -28% | 10% | 24% | 11% | -3 | 5%
Cc1cccc(C(=O)N/N=C/c2coc3ccccc3c2=O)c1
→ 1% | 68%[activator] | -15% | -15% | -10% | -21% | 23% | 1 | -2%
COc1cc(C(=O)Nc2nnc(SC)s2)c([N+](=O)[O-])cc1OC
→ 4% | 28% | -11% | -10% | i | 17% | 0% | 0 | 1%

# Screening results (PubChem)
